# Screening data deposited in PubChem BioAssay by Broad Institute.
# ARNT-TACC3 inh = ARNT/TACC3 interaction disruption; AID 623870; AlphaScreen His-ARNT PAS-B/GST-TACC3 binding, luminescence; TACC3 fragment carries E629A point mutation; inhibition, % at 9.99 µM; Q9Y6A5; actives 0.66% (n = 390,000);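 active = mean inhibition of replicates at least 50% and at least half of replicates each reaching 50%; inconclusive = half or more replicates reach 50% but mean below 50%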;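 also: 0% = complete ARNT plus TACC3 wells and 100% = ARNT alone without TACC3; many hits fall short of the cut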
# ERp5 block = ERp5 (human) disulfide isomerase inhibition; ERp5 insulin aggregation, absorbance 650 nm, 90 min; inhibition, % at 9.99 µM; actives 0.05% (n = 350,000); AID 651711;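 active = mean replicate inhibition above about 25%, with every replicate also reaching it, limit read from the data, passing the limit was not always enough; inconclusive = only one of those two criteria met; inactive = neither criterion met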
# RAD54 branch = RAD54 (human) branch migration inhibition | Q92698 | RAD54 Holliday junction branch migration, FAM/BHQ fluorescence | inhibition, % at 10.4 µM | actives 0.14% (n = 360,000);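 active = mean normalized replicate activity at least 40 and at least half of replicates scoring 40 or more; inconclusive = only one of the two criteria met; inactive = mean below 40 and under half of replicates reaching 40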;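 also: 0% = median of neutral control wells and 100% = median of positive control wells; inhibitors cause a drop in the FAM fluorescence signal; in these data hits start at about 50%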
# CASP6 VEID inh = caspase-6 (human) enzyme inhibition; P55212; purified caspase-6, Z-VEID-R110 cleavage fluorescence; actives 0.53% (n = 350,000); inhibition, % at 12.5 µM;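 active = mean inhibition across replicates at least about 35%, with every replicate also reaching that limit, limit read from the data; inconclusive = only one of the two criteria met; inactive = neither criterion met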;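 also: 0% = median of neutral control wells and 100% = no fluorescence left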
# PglD DTNB = PglD (C. jejuni) enzyme inhibition | inhibition, % at 12.5 µM | actives 0.098% (n = 360,000) | AID 602405 | purified PglD enzyme, DTNB colorimetric CoA detection; in the data active = inhibition above about 16%, passing the limit was not always enough; inconclusive = no clear call, values can overlap the other calls; also: strong numbers were not always called active
# esBAF inh = SWI/SNF esBAF complex inhibition; mouse ES cells, Bmi1-luciferase knock-in reporter, 24 h; 100% = twice the neutral-well signal; actives 2% (n = 350,000); reporter increase, % at 12.5 µM; in the data active = activation above about 40%; inconclusive = no clear call, values can overlap the other calls;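 also: 0% = median of the plate's neutral control wells and 100% = double that signal; a rise in the Bmi1 reporter signal indicates esBAF inhibition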
# E-sel inducer = induces E-selectin expression in human endothelial cells | P16581 | HUVEC E-selectin immunofluorescence imaging; normalized: neutral wells 0, TNF-alpha wells 100 | activation, % at 7.58 µM | actives 0.37% (n = 260,000);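 active = mean E-selectin-positive cell signal at least 10% of the positive control, reached in at least 60% of replicates, without over 20% cell loss; inconclusive = no rule given, readout overlaps actives, possibly toxicity-flagged; inactive = the rest, including those meeting only one limit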;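 also: in these data hits start at about 27%; measured in HUVEC primary endothelial cells; signal is the percent of cells scored E-selectin positive by PE staining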
# Target sequence (P16581 whole entry, looked up): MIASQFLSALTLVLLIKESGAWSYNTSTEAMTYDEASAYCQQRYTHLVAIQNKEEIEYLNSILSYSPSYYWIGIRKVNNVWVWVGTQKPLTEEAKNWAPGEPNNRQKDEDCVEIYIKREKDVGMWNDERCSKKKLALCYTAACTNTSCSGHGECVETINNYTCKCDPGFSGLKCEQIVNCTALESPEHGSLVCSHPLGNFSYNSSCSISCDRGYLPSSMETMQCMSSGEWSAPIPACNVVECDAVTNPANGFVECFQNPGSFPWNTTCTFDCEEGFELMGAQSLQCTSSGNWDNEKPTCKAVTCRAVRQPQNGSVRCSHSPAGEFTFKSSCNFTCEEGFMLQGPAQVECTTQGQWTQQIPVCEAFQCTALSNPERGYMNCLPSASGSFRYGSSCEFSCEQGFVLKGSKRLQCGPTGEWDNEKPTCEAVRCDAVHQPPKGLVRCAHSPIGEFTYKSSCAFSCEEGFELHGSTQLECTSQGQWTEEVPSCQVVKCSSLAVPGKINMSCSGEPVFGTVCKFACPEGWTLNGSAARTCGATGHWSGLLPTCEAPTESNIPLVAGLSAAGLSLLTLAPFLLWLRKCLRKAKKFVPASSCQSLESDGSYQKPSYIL
#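 Read-out basis: % PE-positive cells; Test system: HUVEC primary endothelial cells; Technique: immunofluorescence imaging; Dosing: single-point compound dose.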
# RAD52 anneal inh = RAD52 (human) annealing inhibition | inhibition, % at 18.7 µM | P43351 | actives 0.46% (n = 360,000) | AID 651710 | recombinant RAD52 DNA annealing, FRET fluorescence;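 active = every replicate showing at least 50% inhibition; inconclusive = mean inhibition at least 50% but not in every replicate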
# Target sequence (P43351 whole entry, looked up): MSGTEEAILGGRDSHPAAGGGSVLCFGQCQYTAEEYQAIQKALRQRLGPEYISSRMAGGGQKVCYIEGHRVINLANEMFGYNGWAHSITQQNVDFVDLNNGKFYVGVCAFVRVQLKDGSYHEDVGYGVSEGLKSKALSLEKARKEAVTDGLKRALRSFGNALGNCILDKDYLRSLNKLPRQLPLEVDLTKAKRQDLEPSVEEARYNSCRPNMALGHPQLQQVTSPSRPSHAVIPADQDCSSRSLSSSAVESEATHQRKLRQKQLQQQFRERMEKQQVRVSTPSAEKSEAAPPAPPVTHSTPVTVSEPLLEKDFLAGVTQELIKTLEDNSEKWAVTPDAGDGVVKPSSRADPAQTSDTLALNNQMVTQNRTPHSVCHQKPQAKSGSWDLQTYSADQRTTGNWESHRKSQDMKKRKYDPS
# Numbers without * were called inactive; ? = inconclusive; / = no result given; & = joins results of further samples.
# Each structure is followed by: ARNT-TACC3 inh | ERp5 block | RAD54 branch | CASP6 VEID inh | PglD DTNB | esBAF inh | E-sel inducer | RAD52 anneal inh
O=C(CC1SCCNC1=O)Nc1cccc(C(F)(F)F)c1 (stereo unspecified)
    2 | / | 5 | / | 3 | 2 | / | /
CCC(C)(C)n1nnnc1C(c1cc2cc3c(cc2[nH]c1=O)OCO3)N1CCCCC1 (stereo unspecified)
    -24 | 1 | -25 | 3 | 7 | 3 | / | -17
Cc1ccc(NC(=O)C2C(c3ccccc3)C2(Cl)Cl)c(C)c1 (stereo unspecified)
    0 | / | 0 | / | 0 | 0 | / | /
C/C(=N\NC(=O)c1ccccc1)c1c(C)[nH]n(-c2ccccc2)c1=O
    42* | 2 | -1 | -14 | 5 | 10 | / | -6
Cc1ccccc1NC(=O)Cc1cn(C)c2ccccc12
    4 | / | 3 | / | 1 | -17 | / | /
COCCNC(=O)C1CCCN(C(=O)c2cc(C)nn2C(C)(C)C)CC1 (stereo unspecified)
    / | 9 | -6 | -1 | -3 | 0 | 0.1 | -19
Cc1cnc(C(=O)N(c2ccc(N3CCOCC3)cc2)C2C(=O)Nc3ccccc3N=C2c2ccc3c(c2)OCO3)cn1 (stereo unspecified)
    / | 4 | -4 | 3 | 0 | 26 | 3.3 | -11
COc1ccccc1CN1CCSCC1
    -2 | -38 | / | 1 | / | / | / | 5
COc1cccc(NS(=O)(=O)c2ccc3c(c2)NC(=O)C(C)C(=O)N3)c1 (stereo unspecified)
    1 | 0 | -6 | -1 | 0 | 5 | 0.0 | -2
CC1(C)CC(=O)C=C(Nc2ccc(C(=O)O)c(O)c2)C1
    4 | 2 | / | -1 | / | / | / | -27
COc1ccccc1-c1ccc2nnc(SCC(=O)N3CCCC3)n2n1
    13 | 3 | 1 | -2 | 2 | / | / | -2
O=C(COC(=O)Cc1ccsc1)Nc1cccc(Cl)c1
    / | 1 | -17 | 2 | -4 | -7 | / | -13
O=C(Nc1cnn(Cc2ccc(F)cc2)c1)c1cc(-c2ccco2)on1
    -7 | 7 | 10 | 0 | -5 | 15 | -0.2 | -4
COc1ccc(C(=O)Nc2nnc(S(=O)(=O)N3CCOCC3)s2)cc1
    -1 | 3 | -5 | 1 | 4 | -4 | / | -9
C[C@@H]1CN([C@@H](C)CO)C(=O)c2cccc(NC(=O)c3ccc(-c4nccs4)cc3)c2O[C@@H]1CN(C)Cc1ccc(Oc2ccccc2)cc1
    -24 | 0 | 2 | -1 | 3 | -3 | ? | 7
CCc1ccc2c(c1)/C(=N/OC)C(=O)N2
    / | 2 | / | 10 | / | / | 0.1 | -5
O=C(CC(=O)N/N=C/c1ccccc1)NCc1ccccc1
    1 | ? | / | -2 | / | 0 | / | -6
Cc1cc(OCC(=O)c2ccc(F)cc2)ccc1N1C(=O)CCC1=O
    -2 | / | -3 | / | -5 | -8 | / | /
C[C@@H]1CN([C@@H](C)CO)C(=O)c2cc(NC(=O)Nc3ccc(C(F)(F)F)cc3)ccc2O[C@@H](C)CCCCO[C@H]1CN(C)Cc1ccncc1
    5 | -4 | -10 | 0 | -3 | -8 | 0.5 | 27
C[C@H]1CN([C@@H](C)CO)C(=O)c2ccccc2-c2ccccc2CO[C@@H]1CN(C)S(=O)(=O)c1ccc(C#N)cc1
    -6 | -5 | -8 | 1 | -2 | -4 | -0.2 | 9

# One compound at a time, as listed above. Order of screens: ARNT-TACC3 inh, ERp5 block, RAD54 branch, CASP6 VEID inh, PglD DTNB, esBAF inh, E-sel inducer, RAD52 anneal inh
# Shown for C[C@@H]1CN([C@@H](C)CO)C(=O)c2cc(NC(=O)Nc3ccc(C(F)(F)F)cc3)ccc2O[C@@H](C)CCCCO[C@H]1CN(C)Cc1ccncc1 : 5, -4, -10, 0, -3, -8, 0.5, 27
# Shown for COc1ccccc1CN1CCSCC1 : -2, -38, /, 1, /, /, /, 5

# Other compounds:
# Each structure is followed by: ARNT-TACC3 inh | ERp5 block | RAD54 branch | CASP6 VEID inh | PglD DTNB | esBAF inh | E-sel inducer | RAD52 anneal inh
Cc1ccc(CN2C(=O)N/C(=C/c3cc(C)n(-c4ccccn4)c3C)C2=O)cc1
    1 | -1 | -1 | -2 | 0 | / | / | -21
NS(=O)(=O)c1ccc(CCNC(=O)c2ccc(C(=O)c3ccccc3)cc2)cc1
    -3 | 4 | / | 4 | / | -4 | / | -4
O=C(C1CCC(CNS(=O)(=O)c2ccccc2)CC1)N1CCCCC1 (stereo unspecified)
    1 | 0 | -3 | -1 | 3 | -4 | 0.0 | -3
C[C@H]1CN([C@@H](C)CO)C(=O)c2cccc(NC(=O)Nc3ccc(C(F)(F)F)cc3)c2O[C@@H]1CN(C)S(=O)(=O)c1ccccc1
    -4 | 3 | 3 | 2 | -1 | 17 | 0.5&-0.3 | -11
CO[C@@H]1CC[C@@H]2CCOc3c(C#N)cccc3C(=O)N(C)C[C@@H](C)C(=O)N(C)C[C@H]1O2
    -1 | 0 | -16 | -3 | -1 | 2 | 0.0 | 8
Cc1ccc(/C=c2\sc3nc(-c4ccccc4Br)nn3c2=O)o1
    -5 | / | -2 | / | 8 | -3 | / | /
CC1(C)Cc2c(sc(NC(=O)C(=O)N3CCOCC3)c2C#N)CO1
    4 | 2 | -2 | 0 | 2 | 0 | 0.8 | 5
O=C(NCCCN1CCN(CCCNC(=O)c2cccc([N+](=O)[O-])c2)CC1)c1cccc([N+](=O)[O-])c1
    -15 | 1 | / | -50 | / | / | 0.2 | 2
CCCCCCNc1nc(NCc2ccco2)nc(OCC)n1
    -4 | / | 8 | / | -1 | -3 | / | /
NC(=S)Nc1nc2ccccc2s1
    -10 | 5 | / | -2 | / | / | / | -10
O=C(CN(Cc1ccc2c(c1)OCO2)C(=O)CNC(=O)c1ccco1)NC1CCCCC1
    3 | / | -1 | / | -3 | 5 | / | /
CC(C)(C)SCCNC(=O)Nc1ccccc1
    -2 | -1 | / | -1 | / | / | -1.9 | 0
O=C(NC1CCCC1)[C@@H]1[C@@H](CO)[C@@H]2Cn3c(ccc(-c4cccnc4)c3=O)[C@H]1N2CC1CC1
    / | 28* | -2 | / | 1 | 0 | 0.0 | /
CC1=C(C(=O)N(C)C)CC(CC(=O)NC(c2ccccc2)c2ccccc2)C(=O)N1Cc1ccc(F)cc1 (stereo unspecified)
    / | -2 | 4 | -3 | 2 | -2 | 7.0 | -15
O=C(Nc1cccc(Cl)c1)Nc1cc(S(=O)(=O)N2CCOCC2)ccc1N1CCCC1
    -1 | -4 | / | 0 | / | / | / | -8
CCN=C(NCC)SC1CC(=O)N(c2ccc(OC)cc2)C1=O (stereo unspecified)
    5 | 0 | 2 | -3 | 2 | -5 | / | -5
O=C(CSc1n[nH]c(=O)n1C1CC1)N1N=C(c2ccc(Cl)cc2)CC1c1ccco1 (stereo unspecified)
    34 | 5 | / | 7 | / | 2 | 1.7 | -12
O=C1CC(c2c[nH]c3ccccc23)C(=O)N1 (stereo unspecified)
    11 | / | -15 | / | -3 | 10 | / | /
O=C(Cc1ccccn1)NCC[C@H]1CC[C@@H](NC(=O)CN2CCOCC2)[C@H](CO)O1
    -10 | -2 | 0 | 1 | 2 | -1 | 0.2 | -17
Cc1cc(NC(=O)COC(=O)C2CCN(S(=O)(=O)c3ccccc3)CC2)c([N+](=O)[O-])cc1C
    -1 | -1 | -3 | -2 | -1 | 0 | 0.0 | -5
CC(=O)N(C)C[C@H]1Oc2cc(C#CC(C)C)ccc2S(=O)(=O)N([C@@H](C)CO)C[C@H]1C
    -16 | -1 | -14 | 2 | -1 | -6 | -0.3 | 7
O=C(CCc1nc2ccccc2c(=O)[nH]1)Nc1cc(C(F)(F)F)ccc1N1CCOCC1
    5 | 3 | / | 4 | / | 2 | / | -12
CCC(=O)N1[C@@H](CO)[C@@H](c2ccccc2)C12CN(Cc1nccs1)C2
    / | 0 | / | 8 | / | / | -0.1 | -8
C/C=C/c1ccc([C@H]2[C@@H](CO)N3CCCCN(C(=O)Nc4ccccc4F)C[C@H]23)cc1
    -1 | -4 | 4 | -4 | 1 | / | -0.4 | -1
N#CC1=C2N=C(N)c3ccccc3N2C2=C(C(=O)CCC2)C1c1ccc(F)cc1 (stereo unspecified)
    8 | -1 | -2 | 3 | 5 | 6 | -0.1 | -13
COc1cccc(-c2ccc([C@@H]3[C@@H](CO)N4CCCCN(Cc5cncnc5)C[C@H]34)cc2)c1
    -1 | / | -11 | / | 7 | 1 | 0.7 | /
COc1ccc(C(=O)/C=C/C(=O)N(CC(=O)NC2CCCCC2)Cc2ccc(F)cc2)c(O)c1
    8 | 4 | 1 | 3 | -11 | -18 | / | 7
COCCn1c(SCC(=O)Nc2cc(C)on2)nnc1C(C)C
    1 | 4 | -9 | / | 0 | 8 | 0.3 | -5
COc1ccc(S(=O)(=O)N(C)C[C@@H]2Oc3ccc(NS(=O)(=O)c4ccc(C)cc4)cc3C(=O)N([C@H](C)CO)C[C@H]2C)cc1
    / | 8 | / | -1 | / | / | -0.2 | 23
O=C(O)/C=C\C(=O)Nc1cccc(C(=O)Nc2cccc(O)c2)c1
    24 | 6 | / | 4 | / | / | / | -13
Cc1ccc(S(=O)(=O)N2C[C@@H](O)COC[C@H]3O[C@H](CC(=O)N[C@H]4CCN(Cc5ccccc5)C4)CC[C@@H]32)cc1
    -5 | 4 | 2 | 1 | 0 | -3 | -0.1 | 17
CC1(C)N=C(/C=N/O)CN1O
    11 | / | -2 | / | 1 | -1 | / | /
CC(=O)Nc1cccc2c1OCCO2
    -1 | / | -32 | / | -9 | -1 | / | /
NC(=O)c1nn(-c2ccccc2)c(=O)cc1O
    -9 | / | -5 | / | -2 | -10 | / | /
CC1(c2ccc(OC(F)F)cc2)NC(=O)N(/N=C/c2c(O)ccc3ccccc23)C1=O (stereo unspecified)
    -5 | 5 | / | 2 | / | / | -0.6 | -19
Cc1ccc(CNC(=O)c2ccc(CS(=O)(=O)c3ccccc3)o2)cc1
    -15 | -6 | 9 | 5 | 14 | 0 | 5.3 | -15
CC(Oc1ccc(S(=O)(=O)N2CCCC2)cc1[N+](=O)[O-])C(=O)N(C)c1ccccc1 (stereo unspecified)
    4 | -4 | 0 | 1 | 4 | 2 | / | -15
Cc1noc(C)c1NC(=O)Nc1cccc2c1O[C@@H](CN(C)Cc1ccc3c(c1)OCO3)[C@@H](C)CN([C@H](C)CO)C2=O
    -2&1 | 1&-1 | 2&-10 | 2&-5 | -1&2 | -2&-6 | -4.5&-0.3 | 19&-5
CN(CC(=O)Nc1ccc(N2CCOCC2)cc1)C(=O)c1ccc(O)c(Cl)c1
    2 | 6 | -7 | 2 | -4 | -5 | / | -18
Cc1cc(C)cc(C(=O)Nc2ccc(N3CCN(C(=O)c4ccco4)CC3)cc2)c1
    / | 0 | 12 | 3 | -1 | / | / | -6

# Quoted at random: 5 records from the list
# Each structure is followed by: ARNT-TACC3 inh | ERp5 block | RAD54 branch | CASP6 VEID inh | PglD DTNB | esBAF inh | E-sel inducer | RAD52 anneal inh
NC(=O)c1nn(-c2ccccc2)c(=O)cc1O
    -9 | / | -5 | / | -2 | -10 | / | /
C/C=C/c1ccc([C@H]2[C@@H](CO)N3CCCCN(C(=O)Nc4ccccc4F)C[C@H]23)cc1
    -1 | -4 | 4 | -4 | 1 | / | -0.4 | -1
CC1(c2ccc(OC(F)F)cc2)NC(=O)N(/N=C/c2c(O)ccc3ccccc23)C1=O (stereo unspecified)
    -5 | 5 | / | 2 | / | / | -0.6 | -19
O=C(CCc1nc2ccccc2c(=O)[nH]1)Nc1cc(C(F)(F)F)ccc1N1CCOCC1
    5 | 3 | / | 4 | / | 2 | / | -12
Cc1ccc(S(=O)(=O)N2C[C@@H](O)COC[C@H]3O[C@H](CC(=O)N[C@H]4CCN(Cc5ccccc5)C4)CC[C@@H]32)cc1
    -5 | 4 | 2 | 1 | 0 | -3 | -0.1 | 17
